# H9c2 TAG inh – inhibitors of triacylglycerol accumulation; H9c2 cells, Nile Red lipid (TAG) fluorescence; cells loaded with 200 µM oleic acid; AID 651582; actives 0.66% (n = 230,000); inhibition, % at 12.5 µM;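 active = pattern-corrected inhibition of lipid staining of at least 50% with the nuclear-stain viability signal not falling by more than 50%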;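 also: 0% = DMSO wells and 100% = triacsin C control wells; some results filed as inactive read as strong as hits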
# H9c2 TAG inh DAPI viability – further read-out of H9c2 TAG inh, marked with its call; DAPI nuclei signal change (viability), lower = more cytotoxic, %;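 whole-well DAPI fluorescence read on a plate reader as a viability signal; minus 50 percent equals half of cells still viable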
# The depositor's hits bear a star.
# Preview, 19 compounds:
SMILES,H9c2 TAG inh,H9c2 TAG inh DAPI viability
Cc1cccc(S(=O)C(c2ccccc2)c2ccccc2)c1 (configuration not stated),123,-75
COc1ccccc1CC(=O)NCc1nn(-c2ccccc2)nc1C,-2,1
Clc1ccc(C2=CSC3=NCCN23)cc1Cl,-11,6
CC(=O)Nc1ccc(NC(=O)COC(=O)/C=C/c2ccc3c(c2)OCO3)cc1,-9,6
CC(=O)NC1=NN(C(C)=O)C(C)(c2ccccn2)S1 (configuration not stated),-7,7
Cc1cc(C)c(S(=O)(=O)NCC2CCC(C(=O)NCc3ccccn3)CC2)c(C)c1 (configuration not stated),1,11
CC(C)c1ccc(-c2nn(-c3ccccc3)cc2C(=O)NCC2CCCO2)cc1 (configuration not stated),2,-2
O=C(Nc1ccc2c(c1)OCCO2)c1cccc(Br)c1,8,-10
O=C(NCc1ccco1)C(c1cccnc1)N(C(=O)Cn1nnc2ccccc21)c1ccc(F)cc1 (configuration not stated),-6,-9
CC1=NNC(=O)C1CC(=O)N/N=C/c1cccs1 (configuration not stated),-2,5
N#Cc1ccc(CSc2ncnc3c2cnn3Cc2ccccc2)cc1,-78,4
NC(=O)c1nc(-c2ccco2)nc2c1[nH]c(=O)n2-c1ccc(Cl)c(Cl)c1,24,-1
CN(CCC#N)S(=O)(=O)c1ccc2c(c1)c(=O)n(C)c(=O)n2C,-5,-4
CC(=NCCCN(C)C)C1=C(O)c2ccccc2C1=O,-6,7
CCCCn1c(SCC(=O)Nc2nnc(C)s2)nnc1-c1ccncc1,-19,1
CSc1ccc(-c2cccc3nncn23)cc1,11,30
CCOC(=O)c1ccc(NC(=O)NCc2ccn(CC)n2)cc1,3,4
Cc1nc(NC(N)=S)sc1C(=O)Nc1ccccc1,17,-6
CNc1nc(-c2ccc(OC)cc2)c(-c2ccc(OC)cc2)s1,2,0

# The listing, from the start:
SMILES,H9c2 TAG inh,H9c2 TAG inh DAPI viability
Cc1cccc(S(=O)C(c2ccccc2)c2ccccc2)c1 (configuration not stated),123,-75
COc1ccccc1CC(=O)NCc1nn(-c2ccccc2)nc1C,-2,1
Clc1ccc(C2=CSC3=NCCN23)cc1Cl,-11,6
CC(=O)Nc1ccc(NC(=O)COC(=O)/C=C/c2ccc3c(c2)OCO3)cc1,-9,6
CC(=O)NC1=NN(C(C)=O)C(C)(c2ccccn2)S1 (configuration not stated),-7,7
Cc1cc(C)c(S(=O)(=O)NCC2CCC(C(=O)NCc3ccccn3)CC2)c(C)c1 (configuration not stated),1,11
CC(C)c1ccc(-c2nn(-c3ccccc3)cc2C(=O)NCC2CCCO2)cc1 (configuration not stated),2,-2
O=C(Nc1ccc2c(c1)OCCO2)c1cccc(Br)c1,8,-10
O=C(NCc1ccco1)C(c1cccnc1)N(C(=O)Cn1nnc2ccccc21)c1ccc(F)cc1 (configuration not stated),-6,-9
CC1=NNC(=O)C1CC(=O)N/N=C/c1cccs1 (configuration not stated),-2,5
N#Cc1ccc(CSc2ncnc3c2cnn3Cc2ccccc2)cc1,-78,4
NC(=O)c1nc(-c2ccco2)nc2c1[nH]c(=O)n2-c1ccc(Cl)c(Cl)c1,24,-1
CN(CCC#N)S(=O)(=O)c1ccc2c(c1)c(=O)n(C)c(=O)n2C,-5,-4
CC(=NCCCN(C)C)C1=C(O)c2ccccc2C1=O,-6,7
CCCCn1c(SCC(=O)Nc2nnc(C)s2)nnc1-c1ccncc1,-19,1
CSc1ccc(-c2cccc3nncn23)cc1,11,30
CCOC(=O)c1ccc(NC(=O)NCc2ccn(CC)n2)cc1,3,4
Cc1nc(NC(N)=S)sc1C(=O)Nc1ccccc1,17,-6
CNc1nc(-c2ccc(OC)cc2)c(-c2ccc(OC)cc2)s1,2,0
Cc1cc(=O)n2c(n1)NC(=NCc1ccccc1)NC2c1ccccc1 (configuration not stated),-3,0
CCOC(=O)c1ccc(NC(=O)c2nc[nH]c2C(=O)NC[C@H](C)O)cc1,9,6
Cc1cccc(NCC(=O)c2c(N)n(C)c(=O)n(C)c2=O)c1C,12,-2
COc1ccccc1CCC(=O)Nc1ccc2c(c1)c(=O)n(C)n2C,16,13
COc1ccc(S(N)(=O)=O)cc1C(=O)N1CCCC1,12,-12
CCn1c(SCC(=O)N(C)CC(=O)Nc2cccc(OC)c2)nnc1-c1ccco1,1,4
SMILES,H9c2 TAG inh,H9c2 TAG inh DAPI viability
C=CC[C@@H](CC(=O)NCCO)C(=O)N[C@@H](COC(=O)[C@@H](CC=C)Cc1ccc(F)cc1)Cc1c[nH]c2ccccc12,12,2
COCCn1c(SC)nnc1-c1c[nH]c2ccccc12,0,0
CCOC(=O)c1[nH]c(=S)n(Cc2ccccc2)c1C(=O)OCC,19,1
CC(=O)OC(C(=O)NC1CCCCC1)c1ccc(C#N)cc1 (configuration not stated),-35,9
CCc1cccc(NC(=O)CN(C)S(=O)(=O)c2cccc3cccnc23)c1,-3,8
Cc1ccccc1C1C(C#N)=C2N=C(N)c3ccccc3N2C2=C1C(=O)CCC2 (configuration not stated),11,-11
CCOc1cc2[nH]c(=O)n(CCCC(=O)NCc3ccco3)c(=O)c2cc1OCC,47,17
Cn1c(=O)c2nc(-c3ccc(Cl)cc3Cl)oc2c2ccccc21,2,8
Cc1ccc(/C=C2\SC(=S)N(CCCC(=O)Nc3ccc(O)cc3)C2=O)cc1,-5,8
CN(C)c1ccc(/C=N/NC(N)=S)cc1[N+](=O)[O-],1,2
COc1ccc(CCC(=O)OCC(=O)Nc2c(C)nn(-c3ccccc3)c2C)cc1,-6,1
O=C(Nc1ccc(F)c(Cl)c1)Nc1nnc([C@H]2C[C@H](O)[C@@H](CO)O2)s1,-7,8
CCN1CCN(c2nc3c(C)cccn3c(=O)c2/C=C(\C#N)S(=O)(=O)c2ccccc2)CC1,8,4
c1ccc2[nH]c(CSc3nnc(-c4ccncc4)o3)nc2c1,-1,-3
CN(C)CCNC(=O)C1Cc2c(-c3ccccc3Oc3ccccc3)ccnc2O1 (configuration not stated),3,6
CC(=O)Nc1ccc(S(=O)(=O)NCCC(=O)Nc2ccc(C)cn2)cc1,-1,9
Cc1onc(-c2ccccc2)c1C(=O)OCC(=O)N1CCCCC1,6,-12
COC(=O)C1=C(C)N(c2ccc(C)cc2)/C(=C/c2cccs2)C1=O,20,-11
CN(Cc1ccccc1)C(=O)COC(=O)c1ccc[nH]c1=O,0,8
COc1ccc(-n2c(C)cc(C(=O)CN3C(=O)C(=O)N(Cc4ccccc4)C3=O)c2C)cc1,-9,18
N#Cc1cnn2c(C(F)(F)F)c3c(nc12)CCCC3,13,-7
O=C1N(c2ccccc2)C(c2ccccc2)N2CCCN12 (configuration not stated),-4,0
O=C(O)c1ccc(N2C(=O)CSC2=S)cc1,5,-3
Nc1c(C(=O)NCC2CCCO2)sc(=S)n1-c1ccccc1 (configuration not stated),4,4
NS(=O)(=O)c1ccc(CCNC(=S)NC2CCCCC2)cc1,5,3
SMILES,H9c2 TAG inh,H9c2 TAG inh DAPI viability
CC(NC(=O)c1noc2c1CCCCC2)c1ccccc1 (configuration not stated),-8,-1
O=C(NCc1ccc(Cl)cc1)C1CCC(=O)N(C2CCCCCC2)C1 (configuration not stated),10,-2
CCNC(=O)Nc1nc2ccccc2s1,-19,2
Cc1ccc(C(=O)Nc2nc(-c3ccc4c(c3)OCCO4)cs2)o1,-8,7
CC(OC(=O)C1=COCCO1)C(=O)NC(C)c1ccc(Cl)cc1Cl (configuration not stated),0,1
COc1ccccc1C(=O)NCC(=O)OCc1nnc(-c2ccccc2)o1,-4,2
Cc1ccc(C(=O)Nc2nc(=O)n(C(=O)c3ccccc3C)s2)cc1,-13,7
COc1ccccc1C(=O)O/N=C(\c1ccccc1)c1ccncc1,-13,0
CC1(C)N=C(N)NC(Nc2ccccc2Cl)=N1,-2,5
OCCN(CCO)CC(O)COc1ccc2c(c1)OCO2 (configuration not stated),3,11
Nc1ccc2c(Cl)cc(Cl)cc2c1,5,-1
CSc1nc(-c2ccccc2)c(C#N)c(=O)n1C,2,-1
CC(C)=C(NC(=O)c1ccco1)C(=O)NCCc1nc2ccccc2[nH]1,-20,-4
CC(=O)Nc1scc(-c2ccccc2)[n+]1-c1ccc(C)cc1,3,-1
CS(=O)(=O)c1ccc(Cl)c(NC(=O)COC(=O)c2cccc(S(=O)(=O)N3CCCC3)c2)c1,-14,7
CC(C)(C)C(=O)N1CCC(O)(CS(=O)(=O)c2ccc(Cl)c(Cl)c2)CC1,-8,-5
CN(CC(=O)Nc1ccccc1C(F)(F)F)C(=O)c1cc(Cl)nc2ccccc12,-4,12
O=C(NCC(=O)N1CCN(c2ccccc2O)CC1)c1ccc(Br)o1,-7,9
CCOC(=O)c1cn2c(C)cccc2n1,12,-3
COc1cc(OC)cc(-c2c(-c3ccsc3)c3cc(Br)ccc3n2C)c1,16,2
COC(=O)N/N=C\c1cc2c(cc1Br)OCO2,-19,6
CCC(C)(C)n1nnnc1C(c1ccc(Cl)cc1)N1CCN(C)CC1 (configuration not stated),16,-8
Cn1nc(NC(=O)CC23CC4CC(CC(C4)C2)C3)c2c(F)cccc21,-8,6
C/C(N)=C(/C#N)C(=O)COc1ncnc2ccccc12,7,0
CCOc1ccc(NS(=O)(=O)c2ccc(C(=O)N3CCCCCC3)cc2)cc1,-36,9
SMILES,H9c2 TAG inh,H9c2 TAG inh DAPI viability
CCC[C@@H]1C[C@@]1(CCC)[C@@H](NC(=O)c1ccccc1)c1ccc(C(=O)OC)cc1,-20,-11
CCOC(=O)c1ccc(NC(=O)CSc2nnc(C3CCCCC3)n2C)cc1,-3,-3
CCCC(=O)NCCc1cc2ccc(C)c(C)c2[nH]c1=O,3,5
CCCCOC(=O)c1ccc(NC(=O)COC(=O)C2CC2C)cc1 (configuration not stated),-15,2
O=c1[nH]c2cnccc2n1-c1ccccc1,-8,11
Cc1ccc(CCNC(=O)c2cc(S(=O)(=O)N3CCOCC3)cn2C)cc1,6,0
O=C(Cc1c(F)cccc1Cl)Nc1ccccc1N1CCCCC1,-5,-8
CS(=O)(=O)Nc1cccc(-c2cc(NC=O)c3ncc(-c4ccc(F)c(Cl)c4)n3c2)c1,4,-6
CCCCC[C@H]1CN(Cc2ccc(OC)cc2)C(=O)[C@@H]1CC(=O)NCc1ccccc1,17,-7
COc1ccc(C(=O)NCC2CCCN2S(=O)(=O)c2cccs2)cc1 (configuration not stated),-21,5
CN(C)C(CNC(=O)CSc1nc2ccccc2c(=O)n1Cc1ccco1)c1ccccc1 (configuration not stated),-1,-4
CC(C)[C@@H](N)C(=O)N/N=C/c1ccc2ncccc2c1,2,9
C=CCn1c(SCC(=O)NCC2CCCO2)nc2c([nH]c3ccccc32)c1=O (configuration not stated),15,-9
Cc1c(N(C)S(=O)(=O)c2cc(C(=O)Nc3ccccn3)ccc2Cl)c(=O)n(-c2ccccc2)n1C,9,-1
COc1ccc(NC(=O)CCS(=O)(=O)c2ccc3nc(C)sc3c2)cc1OC,12,-4
COC(C[C@H]1O[C@H]1C(=O)[C@@H](C)OCc1ccccc1)OC,2,0
CCNc1ncnc2c1cnn2C,-3,4
CC(SCC(=O)O)c1nc2ccccc2[nH]1 (configuration not stated),8,-7
O=C(Nc1cccc(Cl)c1)Nc1sccc1-c1nc2ccccc2s1,25,26
COc1cc2c(cc1OC)C(c1ccccc1)N(C(=O)CSCC(=O)O)CC2 (configuration not stated),2,-2
N#CC1=C(N)N(c2ccccc2)C2=C(C(=O)CCC2)C1c1ccccc1 (configuration not stated),-24,9
Cc1ccc(S(=O)(=O)Nc2nc(C)c(C(=O)Nc3ccccc3)s2)cc1,7,1
COc1ccc(NC(=O)CSC2CC(=O)N(c3ccc4c(c3)OCCO4)C2=O)cc1 (configuration not stated),-5,-6
O=C(NNC(=O)c1ccc2ncccc2c1)c1ccc(Cl)cc1,-6,2
Cc1nn(C)c(C)c1NC(=O)/C(C#N)=C\N(C)C,1,1

# Reprinted at random: two records from the list.
SMILES,H9c2 TAG inh,H9c2 TAG inh DAPI viability
O=C(Cc1c(F)cccc1Cl)Nc1ccccc1N1CCCCC1,-5,-8
COc1ccc(C(=O)NCC2CCCN2S(=O)(=O)c2cccs2)cc1 (configuration not stated),-21,5

# More compounds
SMILES,H9c2 TAG inh,H9c2 TAG inh DAPI viability
COC(=O)c1scc(C)c1NC(=O)CSc1ccc(Cl)cc1,9,-17
Cc1csc(SCC(=O)N(C)c2c(N)n(Cc3ccccc3)c(=O)[nH]c2=O)n1,-11,-1
O=C(CN1CCOCC1)Nc1nc2ccc(Br)cc2s1,-4,7
Cc1ccc(C(C(=O)NC2CCCCC2)N(CC2CCCO2)C(=O)CNC(=O)c2ccco2)cc1 (configuration not stated),3,0
O=C(NCCc1ccccc1)[C@@H]1CC=C[C@@H]2CCN(C3CCCCC3)C(=O)[C@@H]21,5,-11
Cc1cccc(C)c1OCC(=O)Nc1cccc(C(=O)O)c1,5,21
NC(=O)COC(=O)Cc1coc2cc3c(cc12)CCC3,-2,-9
CS(=O)(=O)N1CCN(c2ccccc2NC(=O)c2cccc3ccccc23)CC1,-2,1
CC1CCCCC1NC(=O)COn1nnc2ccc(Cl)cc21 (configuration not stated),1,0
c1ccc(-n2nnnc2NCCc2c[nH]c3ccccc23)cc1,4,-11
CC(=O)N1CCc2cc(S(=O)(=O)NCCC(=O)Nc3ccc4c(c3)OCCO4)ccc21,-22,-9
CN(C(=O)CN1CCCCCC1)c1c(N)n(Cc2ccccc2)c(=O)[nH]c1=O,10,-3
CCOc1ccc(S(=O)(=O)N2CCOCC2)cc1NC(=O)C1CSC2(C)CCC(=O)N12 (configuration not stated),5,7
Cc1cc(C)c(NC2=NCC(=O)N2C2CCCCC2)c(C)c1,-20,-2
O=C1NC(=O)C(Nc2cccc3ccccc23)S1 (configuration not stated),3,-2
O=S(=O)(Nc1ncn[nH]1)c1ccc2ccccc2c1,-10,-3

# Assay outcomes deposited in PubChem BioAssay by Sanford-Burnham Center for Chemical Genomics.

# An excerpt (hit frequency here may not be typical).
